AmpC no deterg – qHTS Inhibitors of AmpC Beta-Lactamase (assay without detergent); P00811; AmpC nitrocefin hydrolysis, absorbance 480 nm, 0.0001% Triton; Potency, µM (titrated, usually from 57.1 µM), for the others: top-dose activity change, negative = inhibition, usual class: inhibitors; actives 0.52% (n = 330,000); AID 485341, 2010;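 note: potency is the fitted concentration of half-maximal effect; plate controls were no compound for no effect and no enzyme for full effect; nearly all actives have a fitted effect of over 20% in size; some results filed as inactive show a strong effect at the top dose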
Target sequence (P00811 whole entry, looked up): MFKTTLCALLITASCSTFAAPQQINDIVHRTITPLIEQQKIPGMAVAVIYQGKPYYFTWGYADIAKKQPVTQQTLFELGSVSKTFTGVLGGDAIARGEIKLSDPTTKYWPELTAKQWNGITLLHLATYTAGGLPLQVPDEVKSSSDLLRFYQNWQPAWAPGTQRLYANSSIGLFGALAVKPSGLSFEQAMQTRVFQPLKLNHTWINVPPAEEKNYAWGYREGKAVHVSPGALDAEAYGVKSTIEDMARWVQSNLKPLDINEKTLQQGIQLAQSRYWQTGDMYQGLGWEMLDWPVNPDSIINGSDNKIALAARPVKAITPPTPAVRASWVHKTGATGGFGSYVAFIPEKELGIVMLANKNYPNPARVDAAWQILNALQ
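AmpC (5.3 nM in the dispensed reagent) in 20 mM phosphate pH 7.0 with 0.01% (detergent screen) or 0.0001% Triton X-100 was preincubated with compounds for 15 min at room temperature. Nitrocefin was then added from an 800 uM solution, and hydrolysis was followed at 480 nm.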
AmpC detergent – qHTS Inhibitors of AmpC Beta-Lactamase (assay with detergent); AmpC hydrolysis of nitrocefin, absorbance 480 nm, 0.01% Triton; Potency, µM (top dose mostly 114 µM), without a hit: at the top dose activity change, negative = inhibition, most hits filed as inhibitors; actives 0.041% (n = 370,000);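 note: potency is the fitted concentration of half-maximal effect; 0% = no-compound wells and -100% = no-enzyme wells; nearly all actives have a fitted effect of over 25% in size; some results filed as inactive show a strong effect at the top dose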
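AmpC (5.3 nM in the dispensed reagent) in 20 mM phosphate pH 7.0 with 0.01% (detergent screen) or 0.0001% Triton X-100 was preincubated with compounds for 15 min at room temperature. Nitrocefin was then added from an 800 uM solution, and hydrolysis was followed at 480 nm.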
HCMV inh – qHTS Assay for inhibitors of the human cytomegalovirus (HCMV); HFF cells, HCMV-luciferase reporter, 72 h; hits give low values; activity change, negative = inhibition, % at 57.5 µM; actives 4.5% (n = 410,000); AID 1259415, 2018; in the data active = activity change below about -60%; inconclusive = no clear call, values can overlap the other calls; inactive = above about -39%; note: % is set by controls: 0 for no effect and ±100 for the full control effect
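Cell-based, HFFs, 1000 cells/well, 16 h 37C; cpds in DMSO + HCMV-luc, MOI 1 PFU/cell; 72 h 37C; OneGlo luminescence after 5 min RT; norm. to buffer vs Salinomycin 10uM.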
FBPA Giardia inh – qHTS Assay for Inhibitors of Fructose-1,6-bisphosphate Aldolase from Giardia Lamblia | AID 2451, 2010 | Potency, µM (doses to about 59.6 µM), inactives show at the highest dose activity, negative = inhibition, most hits filed as inhibitors | purified Giardia FBPA | A8B2U2 | actives 0.71% (n = 290,000); note: potency is the fitted concentration of half-maximal effect; % is set by controls: 0 for no effect and ±100 for the full control effect; nearly all actives have a fitted effect of over 55% in size
Target sequence (A8B2U2 whole entry, looked up): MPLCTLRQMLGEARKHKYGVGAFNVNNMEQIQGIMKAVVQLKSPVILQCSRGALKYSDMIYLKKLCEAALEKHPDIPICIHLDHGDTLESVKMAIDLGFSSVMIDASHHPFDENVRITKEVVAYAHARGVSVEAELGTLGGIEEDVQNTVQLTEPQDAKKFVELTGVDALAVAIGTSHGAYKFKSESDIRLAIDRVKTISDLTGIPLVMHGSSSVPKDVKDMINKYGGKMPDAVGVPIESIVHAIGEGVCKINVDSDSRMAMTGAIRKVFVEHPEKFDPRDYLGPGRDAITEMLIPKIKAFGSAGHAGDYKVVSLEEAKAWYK
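Giardia FBPA (40 nM reagent) was preincubated 10 min at RT with compound (up to 57.5 uM final), then substrate plus GAPDH/TPI/NAD/arsenate coupling system with diaphorase/resazurin was added; resorufin fluorescence (525/598 nm) was read after 20 min.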
Cycloheximide cs – Cycloheximide Counterscreen for Small Molecule Inhibitors of Shiga Toxin; cell reporter, cycloheximide protein synthesis inhibition counterscreen; max response, %; actives 12% (n = 300,000); AID 2314, 2010; in the data active = max response mostly above about 13%, no sharp cut-off; inactive = mostly below about 14%; note: read at 38.3 µM for the half of the compounds with a filed dose; 0% is about no effect
AMA1-RON2 inh – qHTS for Inhibitors of AMA1-RON; Towards Development of Antimalarial Drug Lead: Primary Screen; Plasmodium falciparum AMA1 (3D7) - RON2 peptide interaction; AlphaScreen AMA1-biotinylated RON2 peptide binding; Potency, µM (doses to about 58.2 µM), without a hit: at the top dose activity change, negative = inhibition, hits mostly inhibitors; actives 0.2% (n = 360,000); AID 720542, 2013;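 note: potency is the fitted concentration of half-maximal effect; 0% = vehicle wells and -100% = peptide control; nearly all actives have a fitted effect of over 45% in size; some results filed as inactive show a strong effect at the top dose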
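AMA1 (3D7) with his tag at 25 nM final met compounds first, then biotinylated RON2 peptide at 25 nM; detection used donor plus acceptor beads, 10 µg/mL apiece, read by AlphaScreen after 30 min at room temperature.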
Shiga inhibitor – A qHTS for Small Molecule Inhibitors of Shiga Toxin | AID 2315, 2010 | actives 9.2% (n = 290,000) | inhibition, % at 38.7 µM | Vero cells, Shiga toxin protein synthesis inhibition reporter; in the data active = inhibition mostly above about 28%, no sharp cut-off; inactive = mostly below about 43%; note: 0% is about no effect
Active calls of the source: *; ? = inconclusive; · = no result given; & = joins results of further samples; [ ] = dose if it differs, or a comment. Unless noted, calls come from the whole dose curve; as a rule, active = well fitted curve in the direction sought with a large enough effect; inconclusive = small, poorly fitted or top-dose-only effect, or another doubt; inactive = no such curve, though single readings can be large; an effect the other way counts as inactive or inconclusive.

SMILES	AmpC no deterg	AmpC detergent	HCMV inh	FBPA Giardia inh	Cycloheximide cs	AMA1-RON2 inh	Shiga inhibitor
Cc1cc(N2CCN(Cc3cn(C)nc3-c3cccc(Cl)c3)CC2)cc(C)n1	57%	2%	?	1%	-1	-5%	12
Cc1cc(NC(=O)CCC(=O)N(CC(=O)NCC2CCCO2)c2cccc(C)c2C)no1 (stereo not drawn)	21%	-15%	14	9%	-11	-5%	-3
Cc1cccc(OC(C)C(=O)N2CCCc3ccccc32)c1 (stereo not drawn)	-12%	-10%	-7	1%	-1	-5%	-5
CCOc1ccccc1NC(=S)NC1CCCCC1	-14%	3%	?	0%	6	-2%	-9
CCOc1ccccc1NC(=O)COc1ccc2c(c1)OCO2	-33%	-6%	9	3%	22	-3%	59*
Cc1ccc(NCCC(=O)c2cccc([N+](=O)[O-])c2)c(C)c1	20µM*	5%	-33	4%	35*	?	0
Cc1ccc(N2C(=O)NC(=O)/C(=C/c3cnc(-c4ccccc4)nc3)C2=O)cc1C	-22%	-18%	57	1%	-3	16%	15
Nc1c(C(=O)NCc2ccco2)nnn1-c1ccccc1	-12%	-3%	54	2%	42*	-3%	71*
CCC(C)Sc1nc2c(c(=O)[nH]c(=O)n2C)n1Cc1ccc(Cl)cc1 (stereo not drawn)	-4%	-15%	-5	3%	-2	-8%	-20
CN(C)c1nc(Cl)nc(NCCOc2ccccc2)n1	-1%	5%	-40	-6%	2	-10%	8
CC(=O)c1ccc(OCCCC(=O)NCC(c2ccco2)N(C)C)cc1 (stereo not drawn)	-13%	-18%	48	0%	4	15%	6
COC(=O)c1c(N2C(=O)[C@H]3[C@@H](C2=O)[C@]2(C(=O)Nc4ccccc42)N2CCC[C@@H]32)sc(C)c1C	-14%	-4%	·	-2%	-2	·	-8
O=[N+]([O-])c1ccc(CNc2ccc(F)cc2)s1	-32%	0%	-1	?	-1	-21%	-10
COc1ccccc1-c1nnc(NC(=O)c2ccc3ncsc3c2)o1	-20%	-20%	-16	28%	66*	31%[activator]	92*
O=S(=O)(Nc1ccccc1N1CCOCC1)c1ccc(Cl)s1	-2%	-11%	-14	?	10	-9%	-3
COc1ccccc1NC(=O)COc1cc(Br)c(CNCCCN2CCOCC2)cc1OC	100%[activator]	?	-37	-5%	8	0%	2
CCN(CC(=O)NCc1cccs1)C(=O)/C=C/c1ccc(C)cc1	-5%	?	5	·	·	2%	·
CC[N+](CC)(CC)CCOc1ccc(/C=C/c2ccccc2)cc1	82%[activator]	-4%	-99*	·	·	-7%	·
COc1ccc(N2CCN(C(=O)CCCn3c(=O)[nH]c4cc(Cl)ccc4c3=O)CC2)cc1	-17%	-1%	-25	3%	3	5%	-15
c1ccc(CSC2=NCCCN2)cc1	-2%	1%	7	0%	-1	10%	-6
COc1cc(C(=O)NC(=S)NNC(=O)c2ccc3c(c2)OCO3)cc(OC)c1OC	-20%	-2%	27	24%	-2	65%[activator]	39
C/C(O)=C(/N=O)C(=O)Nc1ccccc1	-12%	7%	0	1%	9	-2%	-10
C=CCn1c(O)c(C(C)=NCCc2c[nH]c3ccccc23)c(=O)[nH]c1=O	-9%	0%	8	0%	-1	-7%	18
O=C(O)CN1C(=O)/C(=C\c2ccc(OC(=O)c3ccco3)cc2)SC1=S	-29%	2%	-8	?	2	-10%	-2
CC(c1nnc(SCC(=O)Nc2cccnc2Cl)n1-c1ccccc1)N(C)C (stereo not drawn)	3%	2%	0	0%	8	21%	-5
O=C(CC1C(=O)NCCN1Cc1ccccc1)NC1CCCCCC1 (stereo not drawn)	-6%	-3%	-1	8%	21	16%	-1
O=C(Cn1nnc(-c2cccs2)n1)NCc1cccs1	-47%	1%	46	2%	65*	-2%	11
CCN(C[C@H]1N[C@@](CC)(C(=O)OC)[C@H]2C(=O)N(Cc3ccccc3)C(=O)[C@@H]12)S(=O)(=O)c1ccc(OC(F)(F)F)cc1	110%[activator]	·	15	·	·	5%	·
O=C(Nc1ccccc1)C(O)C(O)C(=O)Nc1ccccc1 (stereo not drawn)	1%	1%	13	4%	-2	5%	-13
CCCOc1ccccc1NC(=O)c1c(-c2ccccc2)noc1C	?	?	·	2%	-3	15%	-2
O=C(Nc1cc(C(F)(F)F)ccc1Cl)C(Sc1ccccn1)c1ccccc1 (stereo not drawn)	-18%	5%	8	-1%	15	4%	4
Cc1c(C(=O)Nc2ccc(F)cc2)nnn1-c1cccc(C(F)(F)F)c1	-22%	0%	-88*	-10%	47*	10%	49*
Cc1ccccc1-c1cc(C(=O)Nc2sc(C)c(C)c2C(N)=O)c2ccccc2n1	-24%	-10%	-23	-15%	-4	-5%	-16
CCN(CC)C(=O)Cn1cc(C(=O)C(=O)N(C)C2CCN(C)CC2)c2ccccc21	-7%	?	-20	·	-2	12%	12
Cc1ccc(Oc2cc(-n3nc(C)cc3C)ncn2)cc1	-17%	?	4	3%	17*	5%	59*
OC(COCc1ccc(Cl)cc1)CN1CC=C(c2ccccc2)CC1 (stereo not drawn)	41%	-6%	-33&-14	?	-4	6%&-26%	-10
COc1ccc(CCNC(=O)CSc2nc(C)cc(C)n2)cc1OC	-7%	1%	6	1%	-2	5%	2
CCCCCc1ccc(-c2ccc(OC)cc2)nc1	-6%	1%	-11	4%	0	3%	13
CN(C)c1ccc(S(=O)(=O)N(C)C)cc1NC(=O)Cc1cccc2ccccc12	14%	6%	-37	1%	3	-8%	-5
COc1ccc(-c2nnn(CC(=O)N(CC3CCCO3)C(C(=O)NC(C)(C)C)c3ccco3)n2)cc1OC (stereo not drawn)	139%[activator]	7%	0	5%	9	0%	11

Reformatted: entries from further up
Every second line gives: AmpC no deterg, AmpC detergent, HCMV inh, FBPA Giardia inh, Cycloheximide cs, AMA1-RON2 inh, Shiga inhibitor
CCOc1ccccc1NC(=O)COc1ccc2c(c1)OCO2
  -33%, -6%, 9, 3%, 22, -3%, 59*
Cc1ccc(NCCC(=O)c2cccc([N+](=O)[O-])c2)c(C)c1
  20µM*, 5%, -33, 4%, 35*, ?, 0
Cc1ccc(N2C(=O)NC(=O)/C(=C/c3cnc(-c4ccccc4)nc3)C2=O)cc1C
  -22%, -18%, 57, 1%, -3, 16%, 15
Nc1c(C(=O)NCc2ccco2)nnn1-c1ccccc1
  -12%, -3%, 54, 2%, 42*, -3%, 71*

Next section.
SMILES	AmpC no deterg	AmpC detergent	HCMV inh	FBPA Giardia inh	Cycloheximide cs	AMA1-RON2 inh	Shiga inhibitor
Cc1cc(/C=C/C(=O)O)c(C)n1-c1ccc(Cl)cc1	-27%	7%	-18	11%	-2	-1%	-14
CCC(CO)N=CC1=C(O)C(C(=O)c2ccccc2)CCC1=O (stereo not drawn)	-18%	-15%	3	-6%	-3	1%	2
C(=N\n1cnnc1)/c1cccn1-c1ccccc1	-5%	?	11	-3%	-2	-10%	-13
Cc1[nH]c2ccccc2c1C(=O)C(C)OC(=O)C1CCC1 (stereo not drawn)	-9%	-7%	-17	·	·	-7%	·
Oc1ccc2ccccc2c1C=Nc1ccccc1Br	-27%	-6%	-12	7%	1	-2%	-7
O=C(CN1CCOCC1)OCCCc1ccccc1	0%	-4%	32	7%	8	22%	-3
COc1cc(CN2CCN(c3ncccn3)CC2)cc(OC)c1	10%	?	13	?	-2	12%	-2
O=c1ccnc(Nc2ccc(Cl)cc2)[nH]1	-12%	-2%	7	3%	1	-8%	-6
CC1CCN(C(=O)c2ccc(S(=O)(=O)N3CCOCC3)cc2)CC1	0%	-5%	?	0%	-1	-14%	8
CC(=O)Nc1cccc(Nc2nc(-c3cccs3)nc3ccccc23)c1	-30%	-11%	0	5%	13	7%	27
Cc1cc(N/N=C/c2ccc(O)cc2)c2cccc(C)c2n1	-23%	2%	?	11%	5	-14%	14
COc1cccc(NC(=O)CN(C)C(=O)c2cc(S(=O)(=O)NCc3ccccc3)ccc2C)c1	-14%	1%	2	8%	7	8%	-18
COC(=O)c1c(NC(=O)CN2CCN(Cc3ccc4c(c3)OCO4)CC2)sc(C)c1C	164%[activator]	-20%	18	-7%	-4	14%	-17
COc1ccc(OCc2nc3ccccc3n2C(C)C)cc1	10%	-1%	-36	7%	9	-19%	14
Cc1cc(NC(=O)C(C)C)ncc1NC(=O)Cc1ccccc1	-14%	-11%	-25	6%	-3	10%	-2
COCCNC(=O)CN(c1cc(Cl)ccc1OC)S(=O)(=O)c1ccc(C)c([N+](=O)[O-])c1	99%[activator]	-3%	-37	-6%	-3	0%	6
N#C/C(=N/Nc1ccccc1F)C(=N)N1CCOCC1	-2%	-6%	103	-11%	34*	7%	37
CS(=O)(=O)NCc1ccc(C(=O)NCc2ccccc2)cc1	-27%	-7%	-20	9%	-1	-1%	12
COC(=O)c1nn(-c2cccc(C(F)(F)F)c2)ccc1=O	-9%	?	-36	13%	-4	4%	19
COc1ccc(CCNC(=O)Cn2nnc(-c3ccc(N(C)C)cc3)n2)cc1OC	7%	-1%	-2	-4%	16	-5%	29
COC(=O)CN1CCN(C(=O)c2ccc(F)cc2)c2ccccc2C1	0%	-16%	?	1%	-4	-5%	17
COc1ccccc1CC(=O)N1CCCC1	-13%	-8%	-7	3%	-2	-25%	-13
CCOC(=O)c1c(NC(=O)COc2ncnc3ccccc23)sc(C(C)=O)c1C	-27%	0%	14	6%	0	5%[11.6 µM]	-2
Clc1ccc(Nc2nc(N3CCOCC3)nc(N3CCOCC3)n2)cc1Cl	-7%	-4%	16	·	1	-11%	9
Cn1ccnc1C(O)c1ccco1 (stereo not drawn)	-11%	-5%	45	-13%	2	-1%	-8
O=C(NC(=O)N1CCCCC1)c1ccc(Cl)cc1	-17%	3%	20	·	6	-20%	-7
COc1ccc(C2c3[nH]c4ccccc4c3C[C@H]3C(=O)N(CCCO)CC(=O)N23)c(OC)c1 (stereo partly drawn)	128%[activator]	1%	83	11%	1	0%	-7
CCOC(=O)CC(=O)CSc1ncc(C(=O)OCC)c(N)n1	-11%	?	-1	-2%	2	-5%	16
O=C(COc1ccc(Cl)cc1)NNC(=O)c1ccc(=O)[nH]c1	-3%	·	-11	·	·	61%[activator]	·
O=C(Nc1ccccc1Br)c1ccc2nccnc2c1	-27%	-12%	-17	5%	35	-8%	46*
Cc1ccc2nc(SC(C)C(=O)N3CCCCC3)[nH]c2c1 (stereo not drawn)	-18%	-5%	41	-8%	35*	0%	105

Bioassay records deposited in PubChem by National Center for Advancing Translational Sciences (NCATS).
